# Compound activity: PubChem, The Scripps Research Institute Molecular Screening Center
# OXTR agonist: activates the human oxytocin receptor. activation, % at 3 µM. AID 2435. P30559. CHO-OTR cells, Fluo-8 calcium fluorescence; normalized: DMSO 0%, oxytocin 100%. 320,000 tested, 0.32% active;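 active means activation above the mean of all tested compounds plus 3 SD, cutoff set per screening run, cut at about 20% in these data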;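 further: peak over basal fluorescence ratio from a 100 s FLIPR kinetic read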
# Target sequence (P30559 whole entry, looked up): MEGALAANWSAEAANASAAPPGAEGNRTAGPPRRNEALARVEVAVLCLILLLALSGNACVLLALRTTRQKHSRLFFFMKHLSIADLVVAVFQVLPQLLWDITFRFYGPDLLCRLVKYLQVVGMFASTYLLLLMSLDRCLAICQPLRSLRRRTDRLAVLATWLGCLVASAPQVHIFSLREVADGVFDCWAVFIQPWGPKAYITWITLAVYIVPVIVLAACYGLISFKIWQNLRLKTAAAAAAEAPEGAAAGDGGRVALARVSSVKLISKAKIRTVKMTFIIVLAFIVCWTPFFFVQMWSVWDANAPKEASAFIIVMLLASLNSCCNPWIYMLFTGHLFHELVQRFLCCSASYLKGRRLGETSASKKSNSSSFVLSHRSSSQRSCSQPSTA
# CHRM1 antagonist: antagonists of human M1 muscarinic receptor | CHO-K1 hM1, Fluo-8 calcium fluorescence, ACh EC80 antagonist | inhibition, % at 3 µM | P11229 | 360,000 tested, 1.3% active | AID 588852;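 active means percent inhibition above its own plate's cutoff, namely the mean of that plate's compound wells plus 3 SD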;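 further: peak over basal fluorescence ratio during 140 s after agonist addition; 0% = ACh EC80 plus DMSO and 100% = DMSO alone without agonist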
# V1R ag counter: counter-screen for oxytocin receptor agonists: human V1a receptor agonists; CHO-V1R cells, Fluo-8 calcium fluorescence, agonist mode; 0% DMSO, 100% 3 nM vasopressin; 320,000 tested, 0.25% active; AID 2797; activation, % at 3 µM; P37288;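 active means activation above the mean activation of all tested compounds plus 3 SD, per screening run, cut at about 20% in these data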;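 further: signal is peak over basal fluorescence ratio across a 100 second FLIPR read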
# Target sequence (P37288 whole entry, looked up): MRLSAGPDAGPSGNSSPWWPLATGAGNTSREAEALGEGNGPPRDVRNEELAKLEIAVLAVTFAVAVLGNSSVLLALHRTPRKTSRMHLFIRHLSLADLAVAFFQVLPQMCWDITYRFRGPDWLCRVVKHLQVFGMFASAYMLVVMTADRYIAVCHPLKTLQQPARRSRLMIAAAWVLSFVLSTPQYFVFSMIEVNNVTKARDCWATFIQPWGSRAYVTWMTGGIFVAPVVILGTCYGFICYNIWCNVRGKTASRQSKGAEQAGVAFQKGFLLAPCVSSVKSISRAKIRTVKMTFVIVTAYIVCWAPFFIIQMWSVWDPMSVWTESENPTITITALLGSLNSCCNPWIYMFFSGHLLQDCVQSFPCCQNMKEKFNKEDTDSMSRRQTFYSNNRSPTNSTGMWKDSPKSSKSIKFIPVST
# CHO parental Ca: counter-screen: ATP calcium response change in parental CHO cells; parental CHO-K1, ATP-induced calcium, Fluo-8 fluorescence; inhibition, % at 5.6 µM; 330,000 tested, 0.63% active;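 active means inhibition above that plate's mean sample inhibition plus 3 SD, cut at about 26% in these data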;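 further: 0% = ATP-challenged DMSO wells and 100% = DMSO wells without ATP; some compounds past the cut are filed as inactive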
#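 Material: parental CHO cells / Compound: single nominal dose of 5.6 µM per compound / Signal: Fluo-8 fluorescence / Replicates: singlicate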
# M1 ag: agonists of human M1 muscarinic receptor; P11229; CHO-K1 hM1, Fluo-8 calcium fluorescence, agonist mode; 0% DMSO, 100% acetylcholine EC100; activation, % at 3 µM; 360,000 tested, 0.33% active;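 active means activation above the run's mean compound activation plus 3 SD, cut at about 16% in these data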;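 further: peak over basal fluorescence ratio within a 140 s kinetic read after compound addition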
# TAAR1 agonist: human TAAR1 agonism. Q96RJ0. CHO RD-HGA16 TAAR1, Fluo-8 calcium fluorescence; vehicle wells 0%, saturating PEA agonist 100%. activation, % at 3 µM. 360,000 tested, 0.99% active. AID 624467;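 active means activation above the mean activation of all test compounds in the run plus 3 SD, cut at about 38% in these data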
#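 Repeats: no replicates (n 1) | Material: CHO-derived RD-HGA16 cells with stable Gα16 and human TAAR1 | Technique: Kinetic Fluo-8 calcium fluorescence | Schedule: 17-24 h seeding, 75 min 37 °C dye, 30 min RT | Evaluation: % activation from peak over basal fluorescence ratio, DMSO-to-PEA scaled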
# OXTR potentiator: human OXTR potentiation. 320,000 tested, 0.061% active. AID 2445. activation, % at 3 µM. CHO-OTR cells, Fluo-8 calcium fluorescence, potentiator mode; 0% = oxytocin EC15, 100% = EC100;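 active means activation above that plate's cutoff, the mean activation of tested compounds plus 3 SD, cut at about 6.6% in these data, passing the limit was not always enough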;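 further: 100% uses oxytocin at 75 nM as the full agonist control; some results filed as inactive read as strong as hits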
#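 test system = CHO-OTR cells, human receptor | compound = single-point 3.0 µM | schedule = 6 min compound pre-incubation at room temperature, 100 s kinetic read | signal = Fluo-8 no-wash calcium dye fluorescence, excitation 470-495 nm, emission 515-575 nm | repeats = single well per compound, singlicate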
# TAAR1 antag: human TAAR1 antagonism; 360,000 tested, 1.5% active; AID 624466; Q96RJ0; inhibition, % at 3 µM; CHO RD-HGA16 TAAR1, Fluo-8 calcium fluorescence, antagonist;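 active means inhibition above a per-plate cutoff, the mean inhibition of test compounds on that plate plus 3 SD, cut at about 49% in these data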;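 further: 0% = DMSO plus EC80 beta-PEA response and 100% = DMSO alone without agonist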
#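 System: CHO RD-HGA16 cells bearing hTAAR1. Reagent: EC80 β-phenethylamine stimulus. Schedule: seeding 17-24 h prior, 75-min 37 °C, 30-min RT dye loading. Signal: Fluo-8 intracellular calcium dye fluorescence, real-time kinetic reads. Read-out: % inhibition from peak post-agonist over basal fluorescence ratio. Benchmarks: vehicle wells and EC80 agonist wells. Replicates: n of 1.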
# CHRM1 PAM: potentiates human M1 receptor response to acetylcholine. P11229. AID 588819. activation, % at 3 µM. CHO-K1 hM1, Fluo-8 calcium fluorescence, ACh EC20; 0% = ACh EC20, 100% = maximal ACh. 360,000 tested, 0.088% active; in the data active means activation above about 19%, passing the limit was not always enough
# * hit, by the source's call; / = no result given.
SMILES,OXTR agonist,CHRM1 antagonist,V1R ag counter,CHO parental Ca,M1 ag,TAAR1 agonist,OXTR potentiator,TAAR1 antag,CHRM1 PAM
COc1ccc(C(CNC(=O)Cc2ccc(Cl)c(Cl)c2)N2CCCCC2)cc1 (stereo not given),1.9,7.3,3.7,-22.1,-5.6,3.4,1.0,6.5,-5.1
C=CC[C@@H](C)CC(=O)C(CCCN=[N+]=[N-])SOOc1ccccc1 (stereo not given in full),-1.9,9.0,-0.7,-20.4,-6.0,-0.8,0.3,-7.6,-7.5
CC(=O)c1cccc(NC(=O)N2C[C@H]3C[C@@H](C2)c2cccc(=O)n2C3)c1,0.6,-12.1,1.2,-16.2,-2.6,0.9,2.3,-13.6,5.1
c1ccc2c(c1)CNc1ccccc1O2,-0.3,12.2,-0.7,-12.7,-1.4,4.6,-12.6,-7.1,-3.9
CCCOc1ccccc1NP(=O)(Oc1ccccc1)Oc1ccccc1,1.0,2.4,1.5,-18.2,0.6,4.9,-0.9,21.3,2.1
O=C(Cn1c(NCCCl)nc2ccccc21)c1ccc(Br)cc1,0.2,-14.9,0.4,-10.0,-1.0,2.5,-2.3,-28.5,9.7
C#C[C@]1(O)CCC2C3C(=O)C=C4C=CCC[C@]4(C)C3CC[C@@]21C (stereo not given in full),/,0.5,/,/,1.4,14.1,/,48.6*,-6.9
COC1=CCC2([N+](=O)[O-])CN(C)CC1([N+](=O)[O-])C2 (stereo not given),0.2,-9.7,0.8,-2.8,-5.5,0.2,-7.2,0.0,9.0
FC(F)(F)c1cccc(N2CCNCC2)c1,1.1,/,0.5,-10.8,/,/,-2.6,/,/
COc1ccc2c3c1OC1C(=O)CC[C@@]4(O)[C@@H](C2)N(CC2CC2)CC[C@]314 (stereo not given in full),2.5,2.2,0.8,-8.1,-2.9,0.6,-7.7,14.4,1.7
CC=CC(C)=CC(C)C(=O)CC(O)CC1CC(=O)NC(=O)C1 (stereo not given),/,-18.5,/,/,-3.0,0.1,/,-5.2,9.6
CCCCn1c(O)c(C(C)=NCCCN(CC)CC)c(=O)[nH]c1=O,0.7,3.1,0.2,-2.6,-6.8,1.7,-4.8,10.6,-4.9
Cc1ccc(OCC(=O)N2CCN(Cc3ccc4c(c3)OCO4)CC2)cc1C,-0.5,-4.5,0.5,-17.4,-7.6,4.4,-18.7,4.4,11.1
CCN1CCC2(CC1)NC(=O)c1ccccc1O2,1.8,-9.1,0.3,-0.8,-11.6,0.3,1.1,-5.2,2.9
O=c1[nH]c(=S)n(C2CC2)c(O)c1C=NCCc1ccccc1,0.4,/,-1.0,-3.4,/,25.2,-0.1,-18.3,/
COc1ccccc1CCNC1CCC(C)CC1 (stereo not given),-0.1,-7.5,-0.3,-10.3,-11.4,2.9,-0.9,-9.3,1.4
CN(CC1COc2ccccc2O1)c1nc(-c2cccnc2)nc2ccccc12 (stereo not given),-1.9,30.0*,-0.2,-33.8,-0.2,11.1,-7.5,45.9,-13.2
CC1(C)C(=O)C=C[C@]2(C)[C@H]3CC[C@@]4(C)[C@H](c5ccoc5)OC(=O)[C@H]5O[C@]54[C@]3(C)[C@H](O)C[C@@H]12,0.2,/,-1.9,2.6,/,/,-11.7,/,/
CCOC(=O)C(C)Oc1cc(C)cc2oc(=O)c3c(c12)CCCC3 (stereo not given),-1.4,13.9,-2.0,14.8,-14.3,18.4,-4.8,4.4,-8.4
O=[N+]([O-])c1cc(S(=O)(=O)c2ccc(O)c([N+](=O)[O-])c2)ccc1O,-0.7,-6.0,0.2,1.4,-4.0,1.4,-4.5,-28.2,6.7

# Molecules listed so far that have an NH in an aromatic ring, in the order listed:
SMILES,OXTR agonist,CHRM1 antagonist,V1R ag counter,CHO parental Ca,M1 ag,TAAR1 agonist,OXTR potentiator,TAAR1 antag,CHRM1 PAM
CCCCn1c(O)c(C(C)=NCCCN(CC)CC)c(=O)[nH]c1=O,0.7,3.1,0.2,-2.6,-6.8,1.7,-4.8,10.6,-4.9
O=c1[nH]c(=S)n(C2CC2)c(O)c1C=NCCc1ccccc1,0.4,/,-1.0,-3.4,/,25.2,-0.1,-18.3,/

# New compounds follow.
SMILES,OXTR agonist,CHRM1 antagonist,V1R ag counter,CHO parental Ca,M1 ag,TAAR1 agonist,OXTR potentiator,TAAR1 antag,CHRM1 PAM
O=C(CN1C(=O)CCSc2ccccc21)N1CCC2(CC1)OCCO2,-0.1,-6.0,-0.3,-3.3,-4.8,3.2,0.8,-0.4,5.9
Cc1cc(C)c(Cn2c(C(=O)O)c(C=O)c3ccccc32)c(C)c1,0.7,-17.2,1.1,-10.1,-2.6,10.0,-3.4,-2.7,13.6
CN1C(=O)N(C)C(=O)C(CCc2ccncc2)(Cc2ccc3c(c2)OCO3)C1=O,1.6,4.0,0.0,-0.5,-3.9,7.2,-9.5,2.2,-4.4
C=C1C2C[C@@]3([C@@H]1O)[C@@H](C[C@@H]2O)[C@@]12C4[C@@H]3C[C@@H]1[C@@](C)(CC[C@@H]2O)CN4CC,0.6,-30.0,0.6,-8.4,-2.2,1.6,-1.2,3.8,6.4
O=C(O)c1ccc(/C=C/c2nc3ccccc3c(=O)n2-c2ccc(Br)cc2)cc1,10.0,4.7,6.3,-5.2,-4.3,9.1,-8.2,20.3,-3.8
Clc1cc(I)cc(Cl)c1NC1=NCCN1,-0.6,-8.8,1.1,-6.6,-8.0,1.8,-5.3,5.6,-4.8
COc1ccc(OC(=O)N(C)C[C@@H]2OCc3cnnn3CCCC(=O)N([C@H](C)CO)C[C@@H]2C)cc1,/,-6.4,/,/,-1.6,4.9,/,-10.5,-2.5
C[C@]12CCC3C(C[C@@H](O)[C@H]4C[C@@H](O)CC[C@]34C)C1CC[C@@H]2O (stereo not given in full),1.6,-18.0,3.8,-5.5,0.2,0.8,-6.8,-8.5,16.1
Cc1ccc([N+](=O)[O-])cc1,0.8,-9.2,1.2,-11.2,-3.1,2.5,1.5,-1.2,7.2
O=c1c2ccccc2nc(/C=C/c2ccc([N+](=O)[O-])o2)n1-c1ccc(O)cc1,/,-0.1,/,/,-3.8,5.0,/,14.9,2.0
COc1cc(N2C(=O)CC(=O)NC2=O)cc(OC)c1OC,1.2,-1.0,1.8,-10.8,-2.9,3.7,-10.8,-16.9,2.1
Cc1cc(C(=O)CS(=O)c2ccc(F)cc2)cc(C)c1OC(=O)N(C)C (stereo not given),0.2,-2.0,-0.4,-14.9,-4.5,1.2,3.8,2.5,11.6
COc1ccccc1-n1c(/C=C/c2ccccn2)nc2ccccc2c1=O,-1.8,-1.5,-0.6,-18.0,-3.3,2.7,-10.0,8.0,2.6
Cc1ccc(CN2CCCC(C(=O)c3cccc(C(F)(F)F)c3)C2)o1 (stereo not given),-1.1,10.8,-0.2,-4.9,-14.2,-1.4,-2.5,-7.1,-30.6
CC1(C)C(C(=O)N2CCN(C(=O)c3ccccc3)CC2)C1(C)C,0.2,-10.0,-0.3,7.7,-4.0,0.9,-7.9,4.5,11.4
O=C1NC(=O)C(=CN2CCc3ccccc32)C(=O)N1,1.1,-3.7,2.4,-0.2,-5.1,4.3,-6.0,-0.8,8.6
CCC1(OC(=O)CN)C(=O)OCc2c1cc1n(c2=O)Cc2cc3ccccc3nc2-1 (stereo not given),-0.7,-15.8,-0.2,-12.6,-3.1,/,1.1,/,15.4
CN1CCN(c2ccc(/C=C3\C(=O)NC(=S)N(c4cccc(Br)c4)C3=O)o2)CC1,3.8,-4.1,4.6,-9.2,-3.7,24.7,-13.8,19.9,4.7
CC(C)(C)N1C(=O)NC(=O)/C(=C\c2ccc3c(c2)CCN3CCCCl)C1=O,-0.3,-15.9,-1.7,-18.1,-4.0,1.6,3.0,-5.3,14.9
C=CCn1c(O)c(C(C)=O)c(=O)[nH]c1=O (tested in a mixture with another compound),1.8,-13.9,0.8,-3.5,0.0,7.3,4.4,-18.3,8.4

# In another format: two of the compounds above
SMILES: C=CC[C@@H](C)CC(=O)C(CCCN=[N+]=[N-])SOOc1ccccc1 (stereo not given in full)
- OXTR agonist: -1.9
- CHRM1 antagonist: 9.0
- V1R ag counter: -0.7
- CHO parental Ca: -20.4
- M1 ag: -6.0
- TAAR1 agonist: -0.8
- OXTR potentiator: 0.3
- TAAR1 antag: -7.6
- CHRM1 PAM: -7.5
SMILES: CCN1CCC2(CC1)NC(=O)c1ccccc1O2
- OXTR agonist: 1.8
- CHRM1 antagonist: -9.1
- V1R ag counter: 0.3
- CHO parental Ca: -0.8
- M1 ag: -11.6
- TAAR1 agonist: 0.3
- OXTR potentiator: 1.1
- TAAR1 antag: -5.2
- CHRM1 PAM: 2.9

# New compounds follow
SMILES,OXTR agonist,CHRM1 antagonist,V1R ag counter,CHO parental Ca,M1 ag,TAAR1 agonist,OXTR potentiator,TAAR1 antag,CHRM1 PAM
Cc1ccccc1N1C(=O)NC(=O)/C(=C\c2cnn(-c3ccccc3)c2)C1=O,0.0,-1.1,0.7,4.6,-7.3,24.9,-8.0,18.5,6.4
CC=C(C)C1(CCC)C(=O)NC(=S)NC1=O,/,-12.0,/,/,-2.4,4.0,/,0.6,3.0
COC(=O)C1=C(c2cc3ccccc3o2)C[C@@H]2CC[C@H]1N2C(=O)N1CCCCC1,1.0,0.3,1.4,-17.4,-5.2,16.2,-6.1,13.2,5.8
COc1cccc(N2CCN(Cc3cccc(Cl)c3)CC2)c1,-2.0,3.4,-1.6,-15.0,-7.4,/,0.2,/,-7.5
CCCCc1ccc2[nH]cc(CCN)c2c1,12.8,10.7,5.8,9.0,-7.2,25.6,-10.5,-10.8,-3.1
CC1CC(C)OP(=O)(OCCC#N)O1 (stereo not given),/,-15.2,/,/,1.5,2.3,/,-17.1,7.1
Cc1ccccc1N1C(=O)NC(=O)/C(=C\c2ccc3c(c2)CCCN3Cc2ccccc2)C1=O,-1.8,4.5,-0.7,-0.6,-7.9,16.0,-4.8,16.8,-4.9

# Not all compounds are listed (hit frequency here may not be typical).
